Compound activity: PubChem, National Center for Advancing Translational Sciences (NCATS)
Pf Dd2 inh: blocks in vitro growth of P. falciparum Dd2; 120,000 tested, 4.3% active; P. falciparum Dd2 growth, SYBR Green, 72 h; Potency, µM (titrated, usually from 28.9 µM), without a hit: at the highest dose activity, negative = inhibition, most hits filed as inhibitors; active means well fitted inhibition curve with a large enough effect; inconclusive means small, poorly fitted or top-dose-only effect; inactive means no such curve, though single readings can be large or run the other way;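 further: plate controls were DMSO vehicle for no effect and reference drug for full effect; nearly all actives have a fitted effect of over 65% in size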
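Readout: SYBR Green fluorescence, 485 nm excitation, 535 nm emission, after ~16 h lysis at 37C. Before that, Dd2-infected red cells (2.5% hematocrit) grew 72 h with compound, 29 uM top final concentration.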
* = called active by the depositor; i = inactive; ? = inconclusive; [ ] = dose if it differs, or a comment. Potency means the concentration at half of the fitted maximal effect.

SMILES	Pf Dd2 inh
CCOc1ccc(-c2cc3c(=O)n(CCNC(=O)c4cccc(Cl)c4)ccn3n2)cc1	i
O=C1OC[C@@H]2CCN(Cc3ccccn3)Cc3ccccc3N12	?
CC(C)CCN1CCC2(C1)C(=NC1CCCCC1)NC(=O)N2c1cc(F)cc(F)c1 (stereo not drawn)	8.9µM*
CCc1nc(CN2CCN(Cc3ccc(C)o3)C(CCO)C2)c(C)[nH]1 (stereo not drawn)	-10%
CCOCCCNC(=O)CN1C(=O)c2c(c3ccccc3n2C)C1c1ccc(OC)cc1 (stereo not drawn)	?
CC1=C[C@@H](CNC(=O)c2cnccn2)[C@H](C(C)C)C[C@H]1Cc1nc2ccccc2n1C	8.9µM*
CCCCC(=O)Nc1ccc(NC(=O)CCCN2CCCC2=O)cc1	-17%
Cn1c(=O)c(C(=O)NC2CCOC3(CCOCC3)C2)nc2ccccc21 (stereo not drawn)	-4%
CN(Cc1ccccc1)Cc1cc(CC2(NCc3cccs3)COC2)no1	?
O=C(O)C[C@@H]1CCN(S(=O)(=O)c2ccc(F)cc2)C[C@@H]1CC1=NCCc2cc(F)ccc21	?
Cc1nnc(-c2cc(-c3ccccc3Oc3ccccc3)ccn2)n1Cc1cccnc1	-6%[44.1 µM]
O=C(NCCC1CCN(C(=O)Nc2cc(F)ccc2F)CC1)c1ccc2nc[nH]c2c1	i
CC(C)c1noc(-c2cn(C3CCCN(C(=O)c4cccc(F)c4)C3)nn2)n1 (stereo not drawn)	-9%
O=C(NC[C@H]1OC[C@@H](NC2CCCCC2)[C@@H]1O)c1ccc(F)cc1	i
CC1CCN(S(=O)(=O)c2ccc3nc(N4CCN(c5ccccc5)CC4)ccc3c2)CC1	33%[activator]
Cn1ncc2c(NCCc3nnc(N)s3)nc(-c3ccncc3)nc21	?
O=C(N[C@H]1CCN2C(=O)c3cc(-c4ccsc4)ccc3NC(=O)[C@H]12)c1cccc(F)c1	-12%
Cc1ccc(CNC(=O)c2cc(-c3ccc(Cl)cc3)on2)cc1	-11%
CN1CC2(CCCN(Cc3cc4ccccc4o3)C2)OC1=O (stereo not drawn)	9%
COc1ccc(C(=O)N[C@@H]2CCC[C@@H]2C(=O)NCc2ccncc2)cc1	-3%
Cc1nn(-c2ccccc2)c(OC(=O)C(C)C)c1Sc1ccc(Cl)cc1	-8%
O=C(c1ccccc1F)N1CCC2(C1)C(=O)Nc1ccccc12 (stereo not drawn)	?
CC[C@H]1CN2CC[C@H]1C[C@@H]2CNC(=O)c1cccc(F)c1	?
CCS(=O)(=O)N(C1CC1)C1CCOC2(CCN(C(=O)Nc3cccc(C)c3)CC2)C1 (stereo not drawn)	i
COc1ccc(C2CC(=O)Nc3c2c(=O)n(C)c2nc4ccccc4n32)cc1 (stereo not drawn)	-28%
COc1cc(-c2ccc(C)s2)cc2c1OCCN(Cc1nc[nH]c1C)C2	-25%
O=C(N[C@H]1CCN2C(=O)c3cc(-c4ccccc4)ccc3NC(=O)[C@H]12)c1cccc(F)c1	-3%[44.1 µM]
CN[C@@H](CC(C)C)C(=O)N[C@@H]1C=C(C(=O)N[C@@H](Cc2ccc(O)cc2)C(N)=O)C[C@@H](O)[C@@H]1O	0%
COC[C@H]1NC(=O)CC[C@H]1C(=O)N1CCc2ccccc21	3%
O=C(Cn1ccn2nc(-c3ccccc3)c(CO)c2c1=O)Nc1ccccc1	-13%

18 neighbouring entries already listed, for reference:
SMILES	Pf Dd2 inh
Cc1nnc(-c2cc(-c3ccccc3Oc3ccccc3)ccn2)n1Cc1cccnc1	-6%[44.1 µM]
O=C(NCCC1CCN(C(=O)Nc2cc(F)ccc2F)CC1)c1ccc2nc[nH]c2c1	i
CC(C)c1noc(-c2cn(C3CCCN(C(=O)c4cccc(F)c4)C3)nn2)n1 (stereo not drawn)	-9%
O=C(NC[C@H]1OC[C@@H](NC2CCCCC2)[C@@H]1O)c1ccc(F)cc1	i
CC1CCN(S(=O)(=O)c2ccc3nc(N4CCN(c5ccccc5)CC4)ccc3c2)CC1	33%[activator]
Cn1ncc2c(NCCc3nnc(N)s3)nc(-c3ccncc3)nc21	?
O=C(N[C@H]1CCN2C(=O)c3cc(-c4ccsc4)ccc3NC(=O)[C@H]12)c1cccc(F)c1	-12%
Cc1ccc(CNC(=O)c2cc(-c3ccc(Cl)cc3)on2)cc1	-11%
CN1CC2(CCCN(Cc3cc4ccccc4o3)C2)OC1=O (stereo not drawn)	9%
COc1ccc(C(=O)N[C@@H]2CCC[C@@H]2C(=O)NCc2ccncc2)cc1	-3%
Cc1nn(-c2ccccc2)c(OC(=O)C(C)C)c1Sc1ccc(Cl)cc1	-8%
O=C(c1ccccc1F)N1CCC2(C1)C(=O)Nc1ccccc12 (stereo not drawn)	?
CC[C@H]1CN2CC[C@H]1C[C@@H]2CNC(=O)c1cccc(F)c1	?
CCS(=O)(=O)N(C1CC1)C1CCOC2(CCN(C(=O)Nc3cccc(C)c3)CC2)C1 (stereo not drawn)	i
COc1ccc(C2CC(=O)Nc3c2c(=O)n(C)c2nc4ccccc4n32)cc1 (stereo not drawn)	-28%
COc1cc(-c2ccc(C)s2)cc2c1OCCN(Cc1nc[nH]c1C)C2	-25%
O=C(N[C@H]1CCN2C(=O)c3cc(-c4ccccc4)ccc3NC(=O)[C@H]12)c1cccc(F)c1	-3%[44.1 µM]
CN[C@@H](CC(C)C)C(=O)N[C@@H]1C=C(C(=O)N[C@@H](Cc2ccc(O)cc2)C(N)=O)C[C@@H](O)[C@@H]1O	0%

Additional entries follow:
SMILES	Pf Dd2 inh
O=C(c1cnn(-c2cccc(F)c2)c1-n1cccc1)N1CCN(c2ccccc2F)CC1	4%
O=C1NCCCCCCN(C(=O)Nc2ccccc2F)[C@H]2CCCC[C@@H]12	-29%
CN1CC(=O)N(C2CCCNCC2)Cc2c1ncnc2N1CCC(N2CCOCC2)CC1 (stereo not drawn)	9%
O=C(NC[C@H]1O[C@@H]2C[C@@H](CC(=O)N3CCOCC3)O[C@@H]2[C@@H]1O)Nc1cccnc1	12%[44.1 µM]
CCn1c(C(=O)NCc2ccccc2Br)cc2oc3ccccc3c21	-2%
O=C(CCCN1C(=O)C(c2ccccc2)Oc2cccnc21)NCCc1noc(-c2ccncc2)n1 (stereo not drawn)	i
COC(=O)c1ccc([C@@H]2Nc3c(OC)ccc(C)c3[C@@H]3C=CC[C@@H]32)cc1	3.2µM*
Cc1ccc(-c2cn[nH]c2C2CCCN(C(=O)c3cnc(C)s3)C2)cc1 (stereo not drawn)	-25%
CCOC(=O)C1CCCN(C(=O)c2ccc3c(c2)sc2nc(-c4ccc(C)cc4C)cn23)C1 (stereo not drawn)	?
O=C(N1CCCC1c1nc(CCOCC2CC2)no1)C1(c2ccccc2)CC1 (stereo not drawn)	?
CC(C)Oc1ccc(C(=O)N2[C@@H]3CC[C@H]2CC(NC(=O)c2ccc(F)cc2)C3)cc1 (stereo partly drawn)	-16%
CN(CC1CCOC1)S(=O)(=O)Cc1ccccc1F (stereo not drawn)	i[5.79 µM]
O=C(CN1CCN(CC(=O)Nc2ccccc2F)CC1)Nc1ccc(Cl)c(C(F)(F)F)c1	-10%
COc1cc2c(cc1-c1cccnc1OC)NC(=O)C21CCN(C(C)=O)CC1	i
Cc1nn(-c2ccccc2)c(OC(=O)c2ccccc2Br)c1S(=O)(=O)c1ccccc1	31%[activator]
CS(=O)(=O)NCC(c1ccco1)N1CCN(c2ccccc2)CC1 (stereo not drawn)	-10%
COc1ccccc1CN(C)Cc1ccc(F)cc1	?
O=C([C@@H]1C[C@H](F)CN1S(=O)(=O)c1ccc(F)c(Cl)c1)N1CCc2ccccc2C1	-3%
CCN(CC)Cc1cnc2c(C(=O)N(C)C(C)c3ccccn3)cnn2c1 (stereo not drawn)	-15%
COc1ccc2nc(NC(=O)c3cc(=O)c4ccccc4o3)sc2c1	63%[activator]
COc1ccc(NC(=O)[C@@H]2C[C@@H](c3ccc(F)cc3)N(CCOc3ccccc3)C2)cc1	?
Cc1ccc(-c2nnc3ccccc3c2C(=O)Nc2cccc(Cl)c2)cc1	30%
CN1CCN(C[C@@H]2CN(C(=O)CCCc3cccs3)C[C@@H]2CO)CC1	6%
COc1cccc(N2CCN(c3ccc4nnc(CCC(=O)O)n4n3)CC2)c1	?
COCc1noc([C@@H]2CN(C3CCCCCC3)C[C@H]2CO)n1	?
O=C(Cc1ccccn1)N1CC(COc2ccccc2)C2(C1)CN(c1ccccc1)C2 (stereo not drawn)	-18%[44.1 µM]
CCN(CCn1cccn1)Cc1ccccc1OCC(O)CN1CCCCC1 (stereo not drawn)	?
O=C(c1ccccc1)N1CC(Oc2ccc3c(c2)OCO3)C1	?
CCN(CC)CCN(C(=O)c1ccc(C(=O)OC)cc1)c1nc2ccc(Cl)cc2s1	?
Cc1cc(OC(C)C(=O)N(Cc2ccco2)Cc2ccco2)cc(C)c1Cl (stereo not drawn)	-2%
Cc1noc2ccc(-c3ccccc3OCc3ccccc3)nc12	-20%[44.1 µM]
COc1ccc(CCC(=O)NCc2ccc3c(c2)CCN3C(=O)c2ccc(F)cc2)cc1	4.5µM*
O=C1C(c2ccc(C(F)(F)F)cc2)=C(Nc2ccc(Cl)cc2)c2ccccc21	0.89µM*
O=C(CCc1ccccc1)N1CCc2c([nH]c3ccccc23)C1c1ccc(Cl)cc1 (stereo not drawn)	?
COc1cccc(Nc2ccc3c(n2)C(C)(C(=O)NC2CCC(O)CC2)CN(C)C3)c1 (stereo not drawn)	-1%[44.1 µM]
COc1cccc(CNC(=O)[C@@H]2C[C@@H](O)CN2C2CCN(C(=O)C3CCCC3)CC2)c1	i
O=C(CN1C(=O)C2(CCNCC2)Nc2ccccc21)NC1CCCCCC1	2%
O=C1COCC2(CN1Cc1cccc(OC(F)(F)F)c1)CN(C(=O)c1cccs1)C2	i
CN(Cc1ccccc1C(F)(F)F)S(=O)(=O)c1cccc(C(F)(F)F)c1	?
O=C1NCCCCCCN(S(=O)(=O)Cc2ccccc2F)[C@H]2CCC[C@@H]12	-4%
Cc1sc2ncn(CC(=O)N3CCN(c4ccccc4)CC3)c(=O)c2c1S(=O)(=O)N1CCN(c2ncccn2)CC1	?
COc1cccc(-c2cc(-c3c(C)noc3C)cc3c2C(=O)N(C)C3=O)c1OC	i
Fc1ccc(CN2CCNc3cnc(-c4ccccc4)cc3C2)cc1F	i
O=C(NCc1cccs1)c1ccc(CSc2nc3ccncc3n2Cc2cccc(F)c2)cc1	8.9µM*
Cc1ccc(-n2cccc2CC(=O)NC2CCCCC2)cc1	i
Cc1ccc(S(=O)(=O)N(CC(=O)Nc2ccc3c(c2)OCO3)c2ccc(C)c(Cl)c2)cc1	?
COC(=O)c1cn([C@H]2CO[C@H]3[C@@H]2OC[C@@H]3NC(=O)COc2ccccc2)nn1	i
Cc1cccc([S+](=O)([O-])N2CCC3(CC2)OCCN(Cc2ccccc2)C3=O)c1	?
CC(C)(O)CCc1ccc(C(=O)N2CCC(c3cccc(O)c3)CC2)cc1	-16%
O=C(COC(=O)c1cc(-c2cccs2)nc2ccccc12)c1ccccc1	135%[activator]
(continued)
SMILES	Pf Dd2 inh
COc1ccccc1C1C(C(N)=O)=C(C)Nc2nc(SCc3ccccc3F)nn21 (stereo not drawn)	-2%
COc1c(F)c(F)c(CN2CC(=O)N(C)c3ccccc3C2=O)c(F)c1F	-12%
O=C(CS(=O)(=O)c1cccc2nsnc12)Nc1ccc(F)cc1	i
COc1cccc(C(=O)N2C(C(=O)NCc3ccccc3)COC23CCN(C(=O)C2CC2)CC3)c1 (stereo not drawn)	-23%
COc1ccc(CN2C[C@@H](C(N)=O)[C@H](c3nc(C)no3)C2)c(Cl)c1OC	-3%
COc1ccc(Nc2oc(-c3ccc(COc4ccccc4C)o3)nc2C#N)cc1	11µM*
CCc1ccc(CNC(=O)C2Cc3cc(S(=O)(=O)N4CCCCCC4)ccc3N2C(C)=O)cc1 (stereo not drawn)	i
Cc1cccnc1C(=O)NC1CCN(c2ccc(=O)n(C)n2)CC1	-1%
CCC(=O)N1c2ccc(S(=O)(=O)CCC(=O)N3CCN(c4ccc(F)cc4)CC3)cc2CC1C (stereo not drawn)	6%
Cc1ccc(S(=O)(=O)N2CCC(CCC(=O)N3CCN(C)CC3)CC2)cc1	i
COc1ccccc1CN1CCN(C(=O)C2CCCN(Cc3cccnc3)CCC(=O)NCC2)CC1 (stereo not drawn)	?
COc1ccc2[nH]c(=O)c(CCC(=O)NCCc3ccccn3)cc2c1	i
O=C(Cn1nc2c(cc1=O)CCCC2)Nc1ccc(F)c(F)c1F	1%
O=C(c1ccc2[nH]ccc2c1)N1CC[C@@H]2COCCN(Cc3cccnc3)[C@@H]2C1	4%
CN(C)c1cc(N2CCCC(NC(=O)Cc3ccc(F)cc3)C2)ncn1 (stereo not drawn)	38%[activator][5.79 µM]
Cc1cc(C)n(-c2nc(C)c(C)c(=O)n2CC(=O)Nc2ccc([N+](=O)[O-])cc2)n1	i
CCOc1ccc(NC(=O)c2sc3nc4n(c(=O)c3c2C)CCCC4)cc1	-9%
COc1cccc(N2CCN(C(=O)c3cnc4c(-c5ccccc5)c(C)nn4c3C)CC2)c1	9%
CCCCN(CCC(=O)NCCc1ccccc1)C(=O)c1cc(C)oc1C	?
Cc1nc2c(-c3ccccc3)c(C)nn2c(C)c1CCC(=O)NC(C)c1ccccc1 (stereo not drawn)	7%
O=C(NC1CCCC1)c1ccc(OC2CCN(C(=O)C3CCCO3)CC2)c(Cl)c1 (stereo not drawn)	?
CC(C)(C)OC(=O)N1CCC(n2c(=O)[nH]c3cccnc32)CC1	i
CC1(c2noc(C3CCOCC3)n2)CCN(Cc2ccc(OCC(N)=O)cc2)CC1	2%
CCN(CC)CCCNC(=O)c1ccc(Cn2c(SCc3ccccc3)nc3cccnc32)cc1	?
Cc1ncsc1CN1CCC2(CC1)CN(Cc1ccccc1)CC2CO (stereo not drawn)	?
CN1CC(=O)N(c2ccccc2F)Cc2c1ncnc2N1CCN(c2ncccn2)CC1	-14%
COC1CCOC2(CCN(C(=O)c3cccc(F)c3)CC2)C1 (stereo not drawn)	2%

An excerpt. The share of hits here may be higher or lower than overall.
